E coli growth = reduces bacterial viability in AddAB counter-screen; E. coli V3065 growth, OD600 absorbance, 18 h; inhibition, % at 11.9 µM; hit rate 0.27% among 330,000; AID 449728;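 active means inhibition above the campaign's mean inhibition across all tested compounds plus 3 SD, cut at about 9.9% in these data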;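 further: uninfected addAB+ strain grown without phage in ampicillin broth; 0% = DMSO wells and 100% = ciprofloxacin 0.95 µg/ml wells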
MOR-DOR ag = agonists of human mu-delta opioid receptor heterodimerization. cells, OPRM1-OPRD1 heterodimerization, luminescence. activation, % at 9.3 µM. hit rate 0.3% among 340,000; in the data active means activation above about 18%;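 further: 0% = vehicle-treated cells and 100% = reference agonist; values of inactives mirror those of a sister screen read the other way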
Target sequence (P35372 whole entry, looked up): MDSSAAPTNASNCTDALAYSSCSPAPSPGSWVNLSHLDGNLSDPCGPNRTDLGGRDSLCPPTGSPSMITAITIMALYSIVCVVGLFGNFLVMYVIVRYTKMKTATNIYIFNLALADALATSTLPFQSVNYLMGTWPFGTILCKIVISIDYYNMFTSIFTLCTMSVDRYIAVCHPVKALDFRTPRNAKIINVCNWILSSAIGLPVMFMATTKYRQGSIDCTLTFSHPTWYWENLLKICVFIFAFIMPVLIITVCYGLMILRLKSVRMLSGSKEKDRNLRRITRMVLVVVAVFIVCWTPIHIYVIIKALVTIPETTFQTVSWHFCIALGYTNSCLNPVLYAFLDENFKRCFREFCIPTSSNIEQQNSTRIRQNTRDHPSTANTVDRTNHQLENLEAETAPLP
Target sequence (P41143 whole entry, looked up): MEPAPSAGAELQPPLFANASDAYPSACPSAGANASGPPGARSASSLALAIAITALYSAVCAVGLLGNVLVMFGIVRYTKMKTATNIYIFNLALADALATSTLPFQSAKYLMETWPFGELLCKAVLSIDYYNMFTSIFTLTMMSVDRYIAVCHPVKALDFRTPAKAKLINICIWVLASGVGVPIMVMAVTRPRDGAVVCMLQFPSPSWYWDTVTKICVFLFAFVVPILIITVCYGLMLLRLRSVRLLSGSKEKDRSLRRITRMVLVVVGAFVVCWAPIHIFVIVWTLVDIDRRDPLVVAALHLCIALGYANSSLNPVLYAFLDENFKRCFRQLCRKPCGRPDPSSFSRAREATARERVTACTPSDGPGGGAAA
Arrestin-AP2 inh = human beta-arrestin and AP2 interaction inhibition; FITC-arrestin peptide / GST-AP2 beads, flow cytometry; AP2 beta2 appendage carries R879A mutation; inhibition, % at 10 µM; hit rate 0.31% among 340,000;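 active means inhibition above a set limit, near 3 SD of compounds lacking own fluorescence, cut at about 54% in these data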;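 further: plate controls were DMSO wells for no effect and 5 µM unlabelled arrestin peptide for full effect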
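Material – GST-tagged AP2 beta2-adaptin appendage (R879A) on 4 µm glutathione beads · Probe or stimulus – fluorescein-tagged arrestin peptide at 50 nM final · Timing – 12 min plus 1 h, RT · Detection – bead flow cytometry, FITC channel · Read-out basis – inhibition as reduced fluorescein signal on beads, percent · Medium – PBS plus Tween 20 (0.05%) and BSA (0.1%)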
Tat transport = inhibitors of E. coli Tat protein transport | E. coli MC4100 TorA-mCherry Tat export, fluorescence | inhibition, % at 10 µM | hit rate 0.036% among 340,000 | AID 488895;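 active means mean replicate inhibition at least 50% and at least half of replicates individually reaching 50%; inconclusive means only one of the two criteria met; inactive means neither criterion met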;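 further: exported cargo escapes ClpAP degradation while cytoplasmic cargo is degraded and loses fluorescence; 0% = median of neutral control wells and 100% = median of NaSCN control wells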
PKA-R1A act = activators of PKA-R1A complex; PKA-R1A dissociation, Cy5-IP20 fluorescence polarization; scaled: DMSO 0%, 113 µM cGMP 100%; activation, % at 11.4 µM; hit rate 0.083% among 340,000; AID 504707;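 active means percent activation above the mean of all tested compounds plus 3 SD, cut at about 19% in these data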;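 further: higher means more PKAc released from R1A so a rise in polarization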
AddAB inh = less growth of phage-infected E. coli with AddAB | E. coli expressing H. pylori AddAB, absorbance growth | inhibition, % at 11.9 µM | hit rate 0.29% among 330,000; in the data active means inhibition above about 12%;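 further: 0% = vehicle wells of infected cells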
Mot1-301 SUMO = SUMOylation pathway inhibition by Mot1-301 growth rescue | hit rate 1% among 320,000 | growth rescue, % at 18.8 µM | S. cerevisiae Mot1-301 growth rescue, ATP luminescence, 38.5C; percent above DMSO median, 100 means doubled;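 active means every valid replicate shows activation above 250% relative to neutral control wells; inactive means the rest, any valid replicate at or below 250%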;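 further: OY570 slx delta 5 strain wells were the positive control but not used for scaling; some compounds called inactive have numbers as strong as hits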
phage Ecoli inh = E. coli growth loss with phage present; inhibition, % at 11.9 µM; growth absorbance; hit rate 0.26% among 360,000; in the data active means inhibition above about 11%
Pemphigus Ab inh = inhibitors of pemphigus antibody binding to human desmoglein-3; hit rate 0.48% among 310,000; binding (percent of control), % at 10 µM; AID 588358; DSG3-coupled beads, scFv-anti-DSG3-GFP binding, flow cytometry; stronger effect = lower value;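 active means binding more than 3 SD below its plate's average and above zero; inconclusive means below that plate limit but binding exactly zero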; further: some compounds called inactive have numbers as strong as hits
OPRM1-OPRD1 inv = mu-delta opioid heterodimer inverse agonism; P35372+P41143; cell-based MOR-DOR heterodimer luminescence; inhibition, % at 9.3 µM; hit rate 0.21% among 340,000; in the data active means inhibition above about 22%, passing the limit was not always enough;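 further: 0% = cells with DMSO and 100% = wells without cells with DMSO; values of inactives mirror those of a sister screen read the other way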
PfHsp90 yeast 2 = reduces growth (ATP signal) of yeast expressing P. falciparum Hsp90 | S. cerevisiae expressing PfHsp90, BacTiter-Glo ATP, 48 h; yeast lacking PDR1 and PDR3 efflux regulators | AID 504621 | inhibition, % at 9.4 µM | hit rate 0.32% among 310,000;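 active means every replicate shows inhibition above about 80%, whatever the replicate mean, limit read from the data; inconclusive means mean inhibition reaches the set limit but some replicate falls short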;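 further: 0% = DMSO neutral controls and 100% = 20 µM radicicol positive controls; yeast relying on Plasmodium falciparum Hsp90 in place of its own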
* hit, by the source's call; ? = inconclusive; · = not tested or not shown.

SMILES	E coli growth	MOR-DOR ag	Arrestin-AP2 inh	Tat transport	PKA-R1A act	AddAB inh	Mot1-301 SUMO	phage Ecoli inh	Pemphigus Ab inh	OPRM1-OPRD1 inv	PfHsp90 yeast 2
C#CCNC(=O)c1cccn1-c1ncc(C(F)(F)F)cc1Cl	-0.5	-2.2	-4	-3	-13	4.6	20	1.7	99	12	15
CCCc1n[nH]c(=S)n1Cc1ccco1	0.4	-3.5	32	-8	-17	1.7	13	-1.0	105	18	-1
COc1ccc(-c2cc(C(=O)N3CC4(C)CC3CC(C)(C)C4)no2)cc1OC (stereo not drawn)	-4.2	6.2	-6	-3	10	0.5	879*	1.5	101	-33	10
CC(=O)Nc1ccc(/C(C)=N/NC(=O)C2CC2c2ccccc2)cc1 (stereo not drawn)	1.4	-3.3	4	-4	-2	3.8	-18	3.8	100	18	-20
COc1ccc(Cc2nnc(Nc3ccccc3OC)[nH]c2=O)cc1	2.2	-1.8	-2	-7	-4	4.7	287	2.5	105	9	-3
O=C(CSc1n[nH]c(=O)n1C1CC1)NCc1ccccc1Cl	0.4	-1.0	-20	-8	5	2.5	12	0.9	98	5	16
O=C(O)c1ccc(NS(=O)(=O)c2ccc3c(c2)OCCCO3)cc1	1.4	-3.0	-26	-8	-8	3.0	13	0.0	121	15	·
CCC1CN(C(=O)N2CCC(C(=O)NCc3ccc(F)cc3)CC2)c2ccccc2O1 (stereo not drawn)	0.3	-3.2	-7	-9	-10	5.0	-10	2.6	102	17	-5
COc1cc(/C=N/NC(=O)CCn2nc(C)cc2C)ccc1O	-0.3	-3.7	-11	7	6	1.8	-3	2.9	93	19	-5
COc1cc(NC(=O)c2ccc(N3CC4CC(C3)c3cccc(=O)n3C4)c(NC(=O)c3ccncc3)c2)cc(OC)c1OC (stereo not drawn)	-0.9	-3.0	-5	6	-10	1.4	-10	1.7	·	16	-10
CCc1nnc(NC(=O)CSc2nnc(-c3ccoc3C)n2-c2ccc(C)cc2)s1	-3.5	-2.2	0	3	-1	-0.2	13	2.1	·	12	9
COc1ccc(C2(c3ccc(OC)cc3)NC(=O)N(Cn3nnc4ccccc4c3=O)C2=O)cc1	2.5	0.4	9	8	-4	-0.3	7	2.5	100	-3	16
CC(C)(C)OC(=O)N1CCC[C@H]1C(=O)N/N=C/c1cccc2nccnc12	0.0	·	31	·	·	2.2	425	4.1	107	·	·
Cc1ccc(-n2c(N)c(C(=O)NCc3cccnc3)sc2=S)cc1	-1.4	-1.1	-4	-1	-10	-1.0	·	2.9	82	6	19
N#C/C(=C\c1ccccc1)C(=O)Nc1cc(S(=O)(=O)N2CCOCC2)ccc1N1CCCC1	0.0	1.2	4	7	-3	0.9	40	1.5	96	-9	2
CCn1c(/C=C/c2ccc([N+](=O)[O-])o2)nc2ccccc2c1=O	22*	0.1	-8	12	2	18*	298	7.7	97	-1	·
CCOC(=O)C1CCC(CNCc2ccccc2C)CC1 (stereo not drawn)	1.6	1.2	-9	-6	-19	4.1	17	2.5	·	-5	6
CCOC(=O)C(NC(=O)Nc1ccc(F)cc1F)(Oc1ccccc1)C(F)(F)F (stereo not drawn)	-1.4	-2.5	-3	-3	-2	0.9	-20	2.3	97	15	4
Cn1c(=O)[nH]c(=O)c2c1nc(NC1CCCCC1)n2CCO	-0.9	-2.7	6	4	-10	0.2	-17	3.6	99	15	0
CCc1ccc(C(=O)NCc2cccs2)s1	0.2	-0.7	5	-5	-4	3.6	-15	6.7	104	4	5
CCNC(=O)NCCc1c[nH]c2ccc(Cl)cc12	0.7	-2.2	27	2	4	3.1	-10	3.6	97	11	·
N#Cc1c(N)nc2c3c(sc(=N)c2c1N)NC(=O)CC3c1ccccc1 (stereo not drawn)	-2.4	-1.0	6	-15	1	1.6	-11	2.0	·	6	-8
COc1ccccc1NC(=O)COC(=O)C1CC(=O)N(c2ccc3c(c2)OCCO3)C1 (stereo not drawn)	1.9	-0.6	-2	-6	2	0.5	0	0.0	·	2	-2
C=C(C)CNC(=S)NNC(=O)CCn1c2ccccc2c2ccccc21	1.5	-1.7	23	-2	-11	2.6	1	3.7	82	8	2
Cn1c(SCc2nc3ccccc3s2)nnc1-c1cccs1	-0.3	3.4	7	-17	0	-1.6	29	2.2	113	-19	-9
Oc1ccc(-c2csc(-c3c[nH]c4ccccc34)n2)c(O)c1	-0.4	7.1	12	-5	-7	0.8	2	2.1	89	-36	-11
COc1ccc([C@H]2CC(=O)C=C(c3cccc(Cl)c3)C2)cc1	1.1	2.6	-4	9	-5	2.5	-7	1.8	101	-15	-46
CCOc1ccc(CCNC(=O)C2CCN(S(=O)(=O)N3CCOCC3)CC2)cc1OCC	0.2	-3.6	-8	-3	-5	-0.7	117	3.3	103	21	11
O=C(COc1ccc(F)cc1)N(c1ccccn1)C1CCCCC1	-0.4	-3.5	29	6	-5	-0.2	1	2.0	129	19	-4
COc1ccc(CCC(=O)Nc2nccs2)cc1OC	-2.1	-2.3	5	-7	-2	-0.4	-12	-0.5	103	11	-9
Cc1ccc(Cl)cc1NC(=O)Cn1c(C)csc1=O	-4.4	-0.9	-1	-5	-3	-1.2	36	3.2	·	4	-2
COC(=O)N/N=C(\C)c1ccc(Br)cc1	-1.6	-3.0	0	1	7	1.0	419	3.8	108	13	3
Cc1ccc(S(=O)(=O)Nc2cc(S(=O)(=O)N3CCCCC3)ccc2N2CCOCC2)cc1	-3.9	-3.6	4	-7	4	-1.9	88	3.3	94	21	34
CSCC(C)N1CCC(n2nccc2NC(=O)CCc2ccccc2)CC1 (stereo not drawn)	·	-1.3	38	3	6	·	·	1.6	·	7	4
O/N=C1\CCCc2c1nc(-c1ccccc1F)n2O	0.2	·	15	·	·	0.1	-30	1.8	102	·	·
COc1ccc(Cl)cc1S(=O)(=O)N(C)CC(=O)NCc1ccc2c(c1)OCO2	0.6	1.0	-1	-8	-12	1.7	0	-2.8	91	-8	5

Overlap with the part before: two compounds, then new ones.
SMILES	E coli growth	MOR-DOR ag	Arrestin-AP2 inh	Tat transport	PKA-R1A act	AddAB inh	Mot1-301 SUMO	phage Ecoli inh	Pemphigus Ab inh	OPRM1-OPRD1 inv	PfHsp90 yeast 2
O/N=C1\CCCc2c1nc(-c1ccccc1F)n2O	0.2	·	15	·	·	0.1	-30	1.8	102	·	·
COc1ccc(Cl)cc1S(=O)(=O)N(C)CC(=O)NCc1ccc2c(c1)OCO2	0.6	1.0	-1	-8	-12	1.7	0	-2.8	91	-8	5
Cc1ccc(S(=O)(=O)N2CCOCC2)cc1NC(=O)c1cc2ccccc2oc1=O	-2.7	-1.9	10	?	-15	-0.2	33	-2.0	90	9	-22
CC(C)(C)c1nc(SCC(=O)Nc2ccc(N3CCOCC3)cc2)c2ccccc2n1	-0.2	-0.9	12	-13	-4	-1.3	9	6.3	·	5	·
COCCNC(=O)c1ccc(CSCc2cccc(Cl)c2)o1	-2.2	-3.2	1	7	-6	2.7	-2	2.7	104	15	10
CCC(C)NC(=O)CN1C(=O)CC(C)(C)S(=O)(=O)c2ccccc21 (stereo not drawn)	-1.5	-3.9	1	0	1	1.6	-21	2.7	111	20	-7
Cc1cnc(CN(C)Cc2nc(Cc3cccc(C(F)(F)F)c3)no2)[nH]1	-0.6	-1.6	-31	6	8	3.1	-3	3.3	107	8	23
CCc1cccc(NC(=O)C2CCN(S(=O)(=O)c3ccc4c(c3)CC(C)N4C(C)=O)CC2)c1 (stereo not drawn)	-1.3	-1.4	6	-2	-24	-0.9	154	3.3	96	7	-2
Cc1cc(C)cc(NC(=O)c2cccc(NC(=O)C3C4CC5OC(=O)C3C5C4)c2)c1 (stereo not drawn)	0.2	-1.3	4	8	8	0.1	10	·	102	7	-2
CC(C)(C)N(Cc1ccccc1)C(=O)CCc1ccccc1	-4.6	5.8	0	-2	-13	2.9	-18	0.4	85	-29	9
Cc1ccccc1NC1=NC(=S)N(CC(N)=O)C12CCOC(C)(C)C2 (stereo not drawn)	-0.6	-1.1	35	6	1	1.8	-1	3.8	108	6	8
COc1cc(C(C)=O)ccc1COc1ccc(C(=O)O)cc1OC	0.7	-2.9	1	2	-5	0.3	-15	1.1	97	15	-8
CNC(=O)c1c(NC(=O)c2nc3ccccc3s2)sc2c1CCC2	-3.4	-1.0	-1	0	-2	-1.1	-18	·	116	6	6
C=CCn1c(SCC(=O)O)nnc1-c1cccs1	0.9	-0.8	3	5	-2	1.2	-7	2.0	106	4	·
COC(=O)c1ccsc1NC(=O)C1COc2ccccc2O1 (stereo not drawn)	-0.1	11	4	1	-1	0.6	8	3.3	114	-59	21
O=C(c1cc2ccccc2oc1=O)N1CCSC1c1ccco1 (stereo not drawn)	0.7	-1.4	-7	-9	0	-0.5	9	1.7	·	8	25
O=C1NC2(CCCc3ccccc32)C(=O)N1Cc1nnc(-c2ccccc2Br)o1 (stereo not drawn)	-1.3	-1.4	-5	6	-5	0.6	89	4.2	103	8	·
O=C(C1CC1)N1N=C(c2ccc(Br)cc2)CC1(O)C(F)(F)F (stereo not drawn)	-0.3	5.4	8	-7	-13	-1.0	-3	3.0	106	-25	-2
CN(C)c1cc[n+](CC(=O)Nc2ccccc2C(F)(F)F)cc1	-1.3	0.3	-4	-2	12	1.8	-13	2.0	99	-2	6
O=C1CCCC2=C1C(c1ccc(O)c(O)c1)Nc1ccc3ccccc3c12 (stereo not drawn)	1.8	-1.4	1	-2	-6	1.1	-6	2.5	95	7	3
CCN(CC)CCNC(=O)C1CCC(=O)N(c2ccc(OC)cc2)C1c1ccc(F)cc1 (stereo not drawn)	-1.0	-2.7	10	-12	4	2.9	-6	3.2	96	16	·
COc1cccc(N2CCN(C(=O)CN(C)S(=O)(=O)c3ccc4c(c3)c(=O)n(C)c(=O)n4C)CC2)c1	1.3	-0.8	-5	-3	-18	-0.2	1	2.3	99	4	11
CCN1C(=NCc2cc(OC)c(OC)c(OC)c2)N[C@@H](c2cccc(C(F)(F)F)c2)C(C(=O)OC)=C1C	-0.4	-2.1	-6	-3	1	-0.6	-12	1.4	104	11	·
CCOC(=O)c1c(-c2ccc(C)cc2)csc1NC(=O)/C(C#N)=C/c1ccc(O)c(OC)c1	·	-3.7	44	1	3	·	·	1.7	306	17	-18
CCn1c(COc2ccc(=O)n(-c3ccccc3)n2)nnc1SCc1ccccc1C	0.0	-1.7	12	-9	2	-0.6	5	-1.2	100	7	1
O=C(Nc1cccc(Cl)c1)Nc1ccnc(-c2cccnc2)n1	2.0	0.3	1	-10	-12	3.3	-8	-0.1	83	-2	-10

Screening data deposited in PubChem BioAssay by several laboratories.
